Compound activity (PubChem BioAssay)
Cneo AK release: Cryptococcus neoformans lysis via adenylate kinase release | C. neoformans lysis, adenylate kinase release luminescence, 4 h; normalised: neutral wells 0, clomiphene wells 100 | lysis activity, % at 15 µM | 360,000 tested, 0.2% active | AID 651654;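 active = mean lysis activity across replicates of at least 80%, whatever share of replicates individually reach that level; inactive = mean lysis activity below 80%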
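Material – Cryptococcus neoformans yeast cells · Quantity – 5 × 10^6 yeast cells/mL · Buffer or medium – YPD medium · Compound – single dose · Timing – 4 h static compound exposure, 37 °C, read 1 h post-reagent · Signal – adenylate kinase release luminescence · Read-out basis – lysis from increased AK signal · Benchmarks – Clomiphene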
E-selectin induc: E-selectin induction on HUVECs | activation, % at 7.58 µM | 260,000 tested, 0.37% active | P16581 | AID 686992 | HUVEC E-selectin immunofluorescence imaging; normalized: neutral wells 0, TNF-alpha wells 100;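 active = mean E-selectin-positive cell signal at least 10% of the positive control, reached in at least 60% of replicates, without over 20% cell loss; inconclusive = no rule given, readout overlaps actives, possibly toxicity-flagged; inactive = the rest, including those meeting only one limit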;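 note: in these data hits start at about 27%; measured in HUVEC primary endothelial cells; signal is the percent of cells scored E-selectin positive by PE staining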
Target sequence (P16581 whole entry, looked up): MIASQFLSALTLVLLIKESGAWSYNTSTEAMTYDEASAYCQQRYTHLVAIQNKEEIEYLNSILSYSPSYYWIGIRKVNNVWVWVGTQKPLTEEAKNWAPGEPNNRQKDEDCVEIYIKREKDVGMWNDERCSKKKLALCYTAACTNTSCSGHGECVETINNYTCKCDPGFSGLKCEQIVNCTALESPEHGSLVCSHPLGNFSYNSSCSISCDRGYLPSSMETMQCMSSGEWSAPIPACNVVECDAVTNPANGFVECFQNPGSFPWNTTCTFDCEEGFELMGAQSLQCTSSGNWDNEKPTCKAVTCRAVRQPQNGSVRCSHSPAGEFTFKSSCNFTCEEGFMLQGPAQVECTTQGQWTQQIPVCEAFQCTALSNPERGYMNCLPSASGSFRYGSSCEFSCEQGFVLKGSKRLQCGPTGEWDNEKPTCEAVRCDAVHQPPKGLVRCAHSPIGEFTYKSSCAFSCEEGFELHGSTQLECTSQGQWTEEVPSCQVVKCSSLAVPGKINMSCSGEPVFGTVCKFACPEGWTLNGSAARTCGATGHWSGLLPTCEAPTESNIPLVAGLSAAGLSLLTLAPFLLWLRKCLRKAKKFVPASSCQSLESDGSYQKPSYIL
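Test system: HUVEC; input: 3,000 HUVEC/well; measured by: immunofluorescence imaging; read-out: % PE-positive cells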
RAD52 anneal inh: RAD52 (human) annealing inhibition. 360,000 tested, 0.46% active. inhibition, % at 18.7 µM. P43351. recombinant RAD52 DNA annealing, FRET fluorescence;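 active = every replicate showing at least 50% inhibition; inconclusive = mean inhibition at least 50% but not in every replicate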
Target sequence (P43351 whole entry, looked up): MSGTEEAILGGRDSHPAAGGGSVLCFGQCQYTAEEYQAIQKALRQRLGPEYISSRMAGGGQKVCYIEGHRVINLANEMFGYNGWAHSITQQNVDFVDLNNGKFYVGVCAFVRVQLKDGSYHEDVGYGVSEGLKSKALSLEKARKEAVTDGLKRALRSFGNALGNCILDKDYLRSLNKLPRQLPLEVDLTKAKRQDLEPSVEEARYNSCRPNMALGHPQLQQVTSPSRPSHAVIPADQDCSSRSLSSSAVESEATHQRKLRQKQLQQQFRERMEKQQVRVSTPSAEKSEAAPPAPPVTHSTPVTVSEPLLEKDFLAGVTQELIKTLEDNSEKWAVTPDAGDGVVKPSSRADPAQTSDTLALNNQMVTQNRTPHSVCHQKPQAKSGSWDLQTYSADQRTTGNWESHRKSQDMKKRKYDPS
ERAP1 HTS inh: inhibitors of human ERAP1 aminopeptidase. Q9NZ08. recombinant ERAP1, Leu-AMC fluorescence, 60 min. inhibition, % at 10.7 µM. 340,000 tested, 0.15% active. AID 652197;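 active = mean replicate inhibition of at least 30%, or all replicates individually reaching that 30% level; inactive = mean below 30% and not every replicate reaching it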;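 note: 0% = neutral control wells and 100% = L-leucinethiol positive control wells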
PGC1a acetyl inh: lowers PGC1a acetylation signal in U2OS cells. AlphaScreen anti-acetyl-lysine; with virally co-expressed GCN5 acetyltransferase. inhibition, % at 15.6 µM. 350,000 tested, 0.17% active. AID 651687;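 active = every replicate shows inhibition of at least 40%; inconclusive = mean inhibition at least 40% but some replicate below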;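 note: 0% = neutral control wells and 100% = positive control wells; some results beyond the cut were filed as inactive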
RAD54 branch: RAD54 (human) branch migration inhibition; Q92698; RAD54 Holliday junction branch migration, FAM/BHQ fluorescence; inhibition, % at 10.4 µM; 360,000 tested, 0.14% active; AID 602329;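 active = mean normalized replicate activity at least 40 and at least half of replicates scoring 40 or more; inconclusive = only one of the two criteria met; inactive = mean below 40 and under half of replicates reaching 40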;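 note: 0% = median of neutral control wells and 100% = median of positive control wells; inhibitors cause a drop in the FAM fluorescence signal; in these data hits start at about 50%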
PglD inh: inhibitors of Campylobacter jejuni PglD acetyltransferase; purified PglD enzyme, DTNB colorimetric CoA detection; inhibition, % at 12.5 µM; 360,000 tested, 0.098% active; in the data active = inhibition above about 16%, passing the limit was not always enough; inconclusive = no clear call, values can overlap the other calls; note: strong numbers were not always called active
miR122 inh: inhibitors of miR-122 in Huh7 cells; 340,000 tested, 0.3% active; AID 602342; activation (reporter increase), % at 12.5 µM; Huh7 miR-122 Renilla luciferase sensor, 48 h; neutral wells = 0, positive control = 100;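 active = mean replicate activation score at least 90 and every replicate individually at or above 90; inconclusive = only one of the two criteria met; inactive = neither criterion met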;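 note: higher luciferase means less miR-122 activity so hits act as miR-122 inhibitors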
* hit, by the source's call; ? = inconclusive; / = not tested or not shown; [ ] = remark or other dose.

SMILES	Cneo AK release	E-selectin induc	RAD52 anneal inh	ERAP1 HTS inh	PGC1a acetyl inh	RAD54 branch	PglD inh	miR122 inh
O=C(C[C@H]1CC[C@H]2[C@@H](COC[C@H](O)CN2C(=O)c2cnccn2)O1)NCc1ccc(Oc2ccccc2)cc1	0.2	0.0	-1.0	-1.7	6.7	-1.8	1.2	0.6[16.7 µM]
O=C(CN1CCCCCC1)N/N=C/c1cccc(Cl)c1Cl	3.9	/	/	/	-17.7	8.6	5.7	-9.4
CC=Cc1ccc2n(c1=O)C[C@@H]1[C@@H](CO)[C@H](C(=O)NCCCN(C)C)N(Cc3cocn3)[C@H]21 (mixture of isomers)	1.4	-0.2	1.7	-0.6	/	-4.9	4.5	-4.2[16.7 µM]
C[C@H](CO)N1C[C@H](C)[C@H](CN(C)Cc2cncnc2)Oc2ncc(C#Cc3ccccn3)cc2C1=O	0.0	1.3	-19.7	-3.0	2.8	-1.8	-2.2	-0.6[16.7 µM]
Cc1ccc(NC(=O)CCC(=O)c2cccs2)c(Br)c1	-2.5	-0.2	-25.5	2.0	0.7	8.3	2.5	-3.9
CCOC(=O)c1ccc(N2C(=O)c3n[nH]c(C)c3C2c2ccc(O)cc2)cc1 (configuration not stated)	8.2	/	/	/	/	1.3	-4.6	-0.5
C[C@H](CO)N1C[C@H](C)[C@H](CN(C)C(=O)c2ccc3c(c2)OCO3)Oc2cc(/C=C/c3ccccc3)ccc2S1(=O)=O	19.4	0.1	18.7	-4.1	-15.4	11.2	-2.4	0.1[16.7 µM]
O=C(CSc1n[nH]c(=O)n1Cc1ccccc1)Nc1ccc(N2CCOCC2)cc1	-6.3	0.0	5.7	-1.1	/	3.5	1.1	-5.0
CN(C)CCOc1ccc(-c2c(-c3ccsc3)sc3ccccc23)cc1	18.5	0.9	13.0	0.9	/	11.2	-8.3	/
CC(=O)N1c2ccc(S(=O)(=O)NCC3CCC(C(=O)Nc4ccc(C)cn4)CC3)cc2CC1C (configuration not stated)	-0.4	/	-2.5	-3.9	-34.0	-3.9	0.1	-7.9
CCCOc1ccc(N2CC(C(=O)Nc3ccc(N4CCOCC4)cc3)CC2=O)cc1 (configuration not stated)	-1.1	0.8	-15.2	2.6	/	-2.6	-0.7	-8.8
Cc1cccc(C(=O)N/N=C/c2ccc3c(c2)OCO3)n1	4.6	/	/	/	7.6	-2.4	6.9	-7.6
O=C(c1cccs1)N1CCN(c2ncc(C(F)(F)F)cc2Cl)CC1	27.4	1.8	7.4	-3.6	/	3.6	-4.2	-1.9
CCOC(=O)N1CCN(C(=O)CCCCCn2c(=S)[nH]c3cc4c(cc3c2=O)OCO4)CC1	3.3	6.3	-1.2	-0.6	10.6	-10.1	1.8	-9.3
Cc1cc(C(=O)N2CCC2(C)C(=O)NS(=O)(=O)c2cccc(Cl)c2)nn1C (configuration not stated)	-0.6	7.7	-11.6	-2.6	5.7	-3.5	2.3	-2.6
CC1(C)C2CCC(CN)C1C2 (configuration not stated)	0.5	0.1	-11.4	0.0	8.9	0.4	-0.5	/
COc1cc(N=CC2=C(O)c3ccccc3C2=O)cc(OC)c1	-0.3	0.2	-4.0	1.2	-2.3	1.6	2.8	-2.6
CCCC#Cc1cnc2c(c1)C(=O)N([C@H](C)CO)C[C@H](C)[C@H](CN(C)C(=O)Nc1cc(F)ccc1F)O2	-3.0	-0.3	-1.6	1.6	-7.7	0.7	0.3	7.0[16.7 µM]
Cc1cccc(-c2nc(C#N)c(NCc3ccco3)o2)c1	-6.9	/	-12.2	2.1	6.4	-4.0	1.9	-0.7
CCOc1cccc(-c2c(C(=O)N/N=C/c3ccsc3)nnn2-c2nonc2N)c1	0.1	/	-15.4	1.1	4.0	-10.2	0.6	0.6
CC(C)CC#Cc1ccc2c(c1)O[C@@H](CN(C)C(=O)c1cccc(F)c1)[C@@H](C)CN([C@H](C)CO)S2(=O)=O	1.6	-1.0	17.5	-2.4	-14.6	11.2	-0.2	5.5[16.7 µM]
O=C(COC(=O)/C=C/c1ccc2c(c1)OCO2)NC1CCS(=O)(=O)C1 (configuration not stated)	-0.1	?	-15.5	0.5	37.2	7.4	0.1	-8.0
CC(CCc1ccccc1)NCc1ccc(Cl)cc1Cl (configuration not stated)	1.1	-1.0	14.3	1.3	-10.5	7.2	1.0	6.2
Cc1cccc(NCc2nc(-c3ccccc3)no2)c1	-0.7	/	-12.5	0.2	9.0	-6.7	1.3	-6.6
CCOC(=O)C1=C(C)NC(=O)NC1C1CC=CCC1 (configuration not stated)	-6.8	/	/	/	-5.9	-19.1	-3.0	-1.8

(list continues)
SMILES	Cneo AK release	E-selectin induc	RAD52 anneal inh	ERAP1 HTS inh	PGC1a acetyl inh	RAD54 branch	PglD inh	miR122 inh
CC(C)(C)S(=O)N1Cc2cc(C(=O)NCC(F)(F)F)nc(-c3cccc(-c4cccc(F)c4)c3)c2[C@@H]1CCO (some centres not stated)	-1.1	-0.2	-19.2	2.5	-10.9	4.3	2.4	4.3
CN(CC(=O)Nc1ccccc1Br)CC(=O)NC(c1ccccc1)c1ccccc1	1.2	/	-0.1	1.1	-23.0	-6.3	-5.6	-8.5
Cc1noc(C)c1NC(=O)Nc1ccc2c(c1)C(=O)N([C@@H](C)CO)C[C@@H](C)[C@@H](CN(C)C(=O)Nc1ccc(C(F)(F)F)cc1)OCCCC[C@@H](C)O2	-2.0	0.2	-4.5	-2.0	-11.9	-18.9	1.3	-1.8[16.7 µM]
CCOC(=O)C1=NOC2COC3(CCN(c4ncccn4)CC3)OCC12 (configuration not stated)	-1.2	/	-0.6	-8.6	/	-3.1	4.4	1.7
CC(C)(C)C(=O)Nc1ccc(N2CCN(C(=O)c3cccs3)CC2)cc1	1.2	0.0	-7.7	0.6	4.0	1.3	-2.1	/
COc1ccccc1N1CCN(C(=O)c2ccccc2SCC(=O)N2CCCC2)CC1	-1.1	/	-3.9	-0.9	1.0	-1.4	1.4	5.3
Cn1cccc1Cc1nnc(SCC(=O)Nc2ccc(Cl)cc2)n1-c1ccc(F)cc1	0.3	0.0	-23.5	0.0	3.0	-3.2	-1.0	13.7
O=C(CN1CCc2ccccc2C1)Nc1cc(S(=O)(=O)N2CCOCC2)ccc1N1CCCC1	0.4	/	-20.2	-1.5	-1.2	-3.5	2.2	2.1
CC(C)CC#Cc1cnc2c(c1)C(=O)N([C@@H](C)CO)C[C@H](C)[C@@H](CN(C)C(=O)Cc1ccccc1)O2	4.9	0.5	16.6	1.5	-6.8	5.8	-1.5	-1.2[16.7 µM]
CC(OC(=O)c1ccc([N+](=O)[O-])o1)C(=O)Nc1nc(-c2ccc(F)c(F)c2)cs1 (configuration not stated)	0.0	0.3	-13.3	4.9	/	-9.7	-4.9	/
COc1ccc(Cl)cc1NC(=O)CN(C)C(=O)Cn1[nH]c(=O)c2ccccc2c1=O	-0.6	0.0	-6.1	3.7	-0.4	-2.0	-1.7	0.1
Fc1cccc(CCN2C(=S)NC[C@@H]2Cc2ccccc2)c1	142.4*	0.1	-9.9	-0.8	/	0.2	-2.4	/
CO[C@@H]1CN(C)C(=O)c2cc(NC(=O)C3CC3)ccc2OC[C@H](C)N(Cc2nccs2)C[C@H]1C	0.3	-0.2	10.3	-2.8	4.1	-6.8	6.1	/
CN1[C@@H]2c3ccc(C4=CCCC4)c(=O)n3C[C@H]1[C@H](CO)[C@H]2C(=O)NC1Cc2ccccc2C1	0.7	-0.1	-17.5	-1.1	-3.0	2.6	-0.6	-2.0[16.7 µM]
C[C@@H]1CN([C@@H](C)CO)C(=O)Cc2cc(NC(=O)C3CC3)ccc2O[C@@H]1CN(C)Cc1ccc(C(=O)Nc2ccccc2N)cc1	-6.5	0.0	9.3	-0.9	-8.0	-0.1	1.3	-12.3[16.7 µM]
N#C[C@@H]1[C@H](c2ccc(C3=CCCC3)cc2)[C@@H](CO)N1C(=O)NC1CCCC1	44.9	0.3	-46.2	-1.5	-19.0	8.7	0.8	/
C[C@@H]1CN([C@@H](C)CO)S(=O)(=O)c2ccc(C#CC3CC3)cc2O[C@H]1CN(C)Cc1ccncc1	-2.2	-0.8	10.3	1.2	-2.1	-12.0	1.3	2.0[16.7 µM]
CC1CCN(C(=O)COC(=O)c2ccccc2C(=O)c2ccccc2)CC1	2.0	-0.2	1.1	0.4	-7.2	6.4	-0.2	-7.5
COc1ccc(S(=O)(=O)Nc2ccc3c(c2)C(=O)N([C@H](C)CO)C[C@H](C)[C@H](CN(C)Cc2ccc(Cl)c(Cl)c2)O3)cc1	22.9	4.9	-18.0	1.7	2.0	-1.3	3.7	0.2[16.7 µM]
CCOC(=O)CSc1nc2ccccc2n2c(C)nnc12	2.2	0.2	-9.0	1.0	-3.5	0.7	-2.8	-2.8
CCc1cccc2c(C(=O)COC(=O)c3c(C)noc3C)c[nH]c12	-2.1	/	-2.3	-3.2	-17.0	1.6	2.8	-1.2
CO[C@H]1CN(C)C(=O)c2ccc(NC(=O)C3CC3)cc2OC[C@@H](C)N(Cc2cccnc2)C[C@@H]1C	45.3	-0.1	5.9	0.3	2.2	-3.2	7.1	/
O=[N+]([O-])c1ccc(CN2CC(N3CC=CC3)CS2(=O)=O)cc1 (configuration not stated)	1.3	-0.5	-14.9	/	4.6	-5.4	3.4	-2.4
O=C(NC1CCCC1)C(c1ccc(F)cc1)N(C(=O)c1csnn1)c1ccccc1F (configuration not stated)	-5.7	/	-6.6	-0.3	/	-0.7	0.5	/
COCC(=O)N1CC2(CCN(Cc3nccs3)CC2)c2c(n(C)c3cc(OC)ccc23)[C@@H]1CO	/	0.8	3.9	0.1	-0.2	/	/	/

Entries of single compounds from above:
`C[C@@H]1CN([C@@H](C)CO)C(=O)Cc2cc(NC(=O)C3CC3)ccc2O[C@@H]1CN(C)Cc1ccc(C(=O)Nc2ccccc2N)cc1` in the list: Cneo AK release: -6.5; E-selectin induc: 0.0; RAD52 anneal inh: 9.3; ERAP1 HTS inh: -0.9; PGC1a acetyl inh: -8.0; RAD54 branch: -0.1; PglD inh: 1.3; miR122 inh: -12.3[16.7 µM]
`CO[C@H]1CN(C)C(=O)c2ccc(NC(=O)C3CC3)cc2OC[C@@H](C)N(Cc2cccnc2)C[C@@H]1C` in the list: Cneo AK release: 45.3; E-selectin induc: -0.1; RAD52 anneal inh: 5.9; ERAP1 HTS inh: 0.3; PGC1a acetyl inh: 2.2; RAD54 branch: -3.2; PglD inh: 7.1; miR122 inh: /

(further entries)
SMILES	Cneo AK release	E-selectin induc	RAD52 anneal inh	ERAP1 HTS inh	PGC1a acetyl inh	RAD54 branch	PglD inh	miR122 inh
COc1ccccc1Nc1nc(C)cc(C)n1	0.2	/	-3.9	0.1	-1.7	-12.8	-2.4	-2.6
CCOc1ccc2nc(N3CCC(C(=O)N4CCN(C(=O)c5ccco5)CC4)CC3)sc2c1	0.2	/	/	/	-6.0	-6.3	-0.2	43.6
Cc1nn(C)c(C)c1S(=O)(=O)N(CC(=O)NCc1cccs1)c1ccc(C(C)C)cc1	-0.8	0.6	4.8	-2.8	-6.5	7.9	0.6	-1.2
COC(=O)c1c(C(=O)OC)c(C)n(Cc2ccco2)c1C	2.4	/	/	/	-0.3	-1.4	-2.7	0.7
C[C@@H]1CN([C@H](C)CO)C(=O)c2cc(C#CC3(O)CCCC3)cnc2O[C@@H]1CN(C)Cc1ccncc1	-2.2	0.6	-7.8	-1.1	4.8	2.0	1.9	0.0[16.7 µM]
Cc1ccc(N2Cc3ccccc3C2=O)cc1	-12.0	/	-5.8	-2.7	-2.3	-5.6	-0.1	2.2

This is a random part of the collection; about 1.4% have a hit in one of these screens.
